KB-V1 MDR tox: kills drug-selected multidrug resistant KB-V1 cells | Potency, µM (highest dose often 46.1 µM), for the others: at the highest dose activity change, negative = cytotoxicity, actives largely listed as cytotoxic | AID 1347076 | actives 3.4% (n = 400,000) | KB-V1 MDR cells viability, CellTiter-Glo, 72 h; note: potency is the fitted concentration of half-maximal effect; % is set by controls: 0 for no effect and ±100 for the full control effect; nearly all actives have a fitted effect of over 60% in size
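KB-V1, DMEM (no phenol red) + 10% FBS; cpd pin-transferred, titration series; 72 h, 37 degrees C; CellTiter-Glo, luminescence. Data normalized, curve-fit.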
WRN helicase inh: WRN helicase (human) inhibition. Q14191. WRN helicase unwinding, fluorescent forked duplex, kinetic. AID 651768. Potency, µM (titrated, usually from 114 µM), inactives show at the highest dose activity change, negative = inhibition, actives largely listed as inhibitors. actives 0.46% (n = 360,000); note: potency is the fitted concentration of half-maximal effect; % is set by controls: 0 for no effect and ±100 for the full control effect; nearly all actives have a fitted effect of over 55% in size
Target sequence (Q14191 whole entry, looked up): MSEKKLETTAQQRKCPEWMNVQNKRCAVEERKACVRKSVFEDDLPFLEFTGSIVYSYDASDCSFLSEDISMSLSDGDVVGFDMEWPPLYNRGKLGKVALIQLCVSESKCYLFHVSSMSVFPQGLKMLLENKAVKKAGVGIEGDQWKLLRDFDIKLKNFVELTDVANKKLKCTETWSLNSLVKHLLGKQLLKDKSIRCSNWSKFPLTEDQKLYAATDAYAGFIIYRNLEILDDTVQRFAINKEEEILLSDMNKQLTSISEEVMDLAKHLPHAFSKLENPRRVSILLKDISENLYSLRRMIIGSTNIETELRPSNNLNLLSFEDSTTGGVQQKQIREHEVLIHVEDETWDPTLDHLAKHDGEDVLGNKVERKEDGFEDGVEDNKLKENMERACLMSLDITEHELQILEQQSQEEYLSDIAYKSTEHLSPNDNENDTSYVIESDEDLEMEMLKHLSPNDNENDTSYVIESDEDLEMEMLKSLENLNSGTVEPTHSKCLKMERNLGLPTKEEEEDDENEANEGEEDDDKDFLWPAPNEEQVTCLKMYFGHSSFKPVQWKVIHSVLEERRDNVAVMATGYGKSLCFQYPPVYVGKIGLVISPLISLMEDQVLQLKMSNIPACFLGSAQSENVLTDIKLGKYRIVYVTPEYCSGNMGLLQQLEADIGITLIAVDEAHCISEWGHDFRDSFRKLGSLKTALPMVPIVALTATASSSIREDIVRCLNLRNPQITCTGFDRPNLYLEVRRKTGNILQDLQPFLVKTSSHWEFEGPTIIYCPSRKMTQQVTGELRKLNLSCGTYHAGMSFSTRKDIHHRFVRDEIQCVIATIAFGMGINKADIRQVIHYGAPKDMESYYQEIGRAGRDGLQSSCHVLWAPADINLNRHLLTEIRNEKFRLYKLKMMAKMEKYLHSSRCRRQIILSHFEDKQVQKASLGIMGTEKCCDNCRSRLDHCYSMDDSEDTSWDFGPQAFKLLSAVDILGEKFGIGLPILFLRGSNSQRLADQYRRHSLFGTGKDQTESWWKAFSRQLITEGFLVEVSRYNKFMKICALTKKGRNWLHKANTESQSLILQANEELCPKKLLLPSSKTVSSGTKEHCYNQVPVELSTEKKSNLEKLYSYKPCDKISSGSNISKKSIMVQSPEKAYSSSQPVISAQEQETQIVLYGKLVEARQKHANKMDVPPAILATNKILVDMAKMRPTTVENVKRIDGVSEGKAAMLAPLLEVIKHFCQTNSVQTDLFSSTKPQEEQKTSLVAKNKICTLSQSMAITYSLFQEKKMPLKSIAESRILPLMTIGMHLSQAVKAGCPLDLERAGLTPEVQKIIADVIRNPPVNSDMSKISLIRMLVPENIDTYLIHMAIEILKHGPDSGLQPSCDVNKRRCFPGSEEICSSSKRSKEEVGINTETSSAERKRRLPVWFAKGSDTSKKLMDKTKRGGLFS
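Screening of the MLSMR collection measured strand separation of a quenched forked DNA duplex (100 nM) by 20 nM WRN with 2 mM ATP, all final. Compounds were preincubated with enzyme 15 min at room temperature.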
ATXN2 expr inh: inhibitors of ATXN2 expression. HEK-293 ATXN2-luciferase reporter, luminescence, 24 h. Potency, µM (titrated, usually from 57 µM), for inactives: at the highest dose activity change, negative = inhibition, usual class: inhibitors. actives 0.72% (n = 360,000). AID 1745845; note: potency is the fitted concentration of half-maximal effect; % is set by controls: 0 for no effect and ±100 for the full control effect; nearly all actives have a fitted effect of over 55% in size
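ATXN2-luciferase reporter cells (luciferase flanked by upstream and downstream ATXN2 gene portions) were treated 24 h at 37 °C with compounds at up to 57 uM. SteadyGlo luminescence gave expression; GF-AFC fluorescence gave viability.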
KB-3-1 cytotox: KB-3-1 parental cell cytotoxicity; KB-3-1 viability, CellTiter-Glo ATP luminescence, 72 h; Potency, µM (doses to about 46.1 µM), inactives show at the highest dose activity change, negative = cytotoxic, usual class: cytotoxic; actives 1.4% (n = 400,000); AID 1347075; note: potency is the fitted concentration of half-maximal effect; % is set by controls: 0 for no effect and ±100 for the full control effect; nearly all actives have a fitted effect of over 60% in size
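Multi-concentration cytotoxicity screen in KB-3-1 cells grown in DMEM lacking phenol red with 10% FBS. After 72 h at 37 °C with compound, ATP-dependent luminescence was recorded.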
IL-1B inflam inh: inhibitors of inflammasome signaling (IL-1 beta secretion); activity change, % at 57.5 µM; AID 743279; THP-1 LPS/ATP IL-1B secretion, AlphaLISA, 16 h; stronger effect = lower value; actives 4.7% (n = 360,000); in the data active = activity change below about -50%; inconclusive = mostly about -30% to -49%; note: % is set by controls: 0 for no effect and ±100 for the full control effect
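THP-1 cells pretreated 1 hr with compounds (up to 57.5 uM final), then stimulated with LPS (250 ng/mL final) plus ATP (1.25 mM final); secreted IL-1B measured by AlphaLISA after 16 hr, decreased signal indicating inhibition.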
MCF10A rerep: DNA re-replication induction in MCF 10a cells; MCF 10A DNA re-replication, Hoechst nuclear intensity, 48 h; Potency, µM (series often up to 46.1 µM), for the others: at the highest dose activity, positive = re-replication, actives largely listed as activators; actives 2.9% (n = 350,000); AID 624296; note: potency is the fitted concentration of half-maximal effect; % of control where 0% means no effect; nearly all actives have a fitted effect of over 50% in size
HT1080NT lethal: kills 2HG-producing HT-1080-NT fibrosarcoma cells; Potency, µM (highest dose often 46.1 µM), for the others: at the top dose activity, negative = less viability, hits mostly cytotoxic; actives 1.6% (n = 360,000); AID 686970; HT-1080-NT fibrosarcoma viability, CellTiter-Glo ATP luminescence, 48 h;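 note: NT is the 2HG producing partner of a matched IDH1 knockdown line; potency is the fitted concentration of half-maximal effect; 0% = DMSO-treated cells and -100% = media-only wells without cells; nearly all actives have a fitted effect of over 55% in size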
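Read-out is CellTiter-Glo luminescence after 10 minutes at room temperature, following 48 hours' compound treatment of HT-1080-NT cells (750 cells/well, RPMI, 5% FBS, 37 degrees C).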
SW480 rereplic: DNA re-replication induction in SW480 cells; SW480 DNA re-replication, Hoechst DNA content imaging, 48 h; actives 1.8% (n = 340,000); Potency, µM (titrated, usually from 46.1 µM), for inactives: top-dose re-replication activation, usual class: activators; AID 624297; note: potency is the fitted concentration of half-maximal effect; % of control where 0% means no effect; nearly all actives have a fitted effect of over 55% in size
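Image-based DNA-content assay: after two days of treatment, nuclei were labelled with the DNA dye Hoechst and imaged, and hits were compounds raising the count of nuclei showing high fluorescence intensity.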
HT1080 IDH1KD tx: toxicity to HT-1080 IDH1 knockdown cells (counter line). actives 2% (n = 360,000). Potency, µM (series often up to 46.1 µM), inactives show top-dose activity, negative = toxicity, hits mostly cytotoxic. HT-1080 IDH1 knockdown viability, ATP luminescence, 48 h;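 note: potency is the fitted concentration of half-maximal effect; 0% = DMSO wells and -100% = cell-free medium wells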
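Cytotoxicity counter-line: IDH1KD HT-1080, 48 h, CellTiter-Glo. Curves classed by r2, magnitude and activity.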
Numbers without * were called inactive; u = inconclusive; x = no result given; [ ] = another dose, or the depositor's remark. Unless noted, calls come from the whole dose curve; as a rule, active = well fitted curve in the direction sought with a large enough effect; inconclusive = small, poorly fitted or top-dose-only effect, or another doubt; inactive = no such curve, though single readings can be large; an effect the other way counts as inactive or inconclusive.

(1) N#CC(C#N)=C(C#N)c1ccc(Nc2ccccc2)cc1
(2) COC(=O)C1=C(c2ccc(F)cc2OCc2ccccc2)C[C@@H]2CC[C@H]1N2C(=O)NCCOc1ccccc1Cl
(3) CC(C)c1ccc(-n2c(O)c(/C=N/NC(=O)c3ccccc3O)c(=O)[nH]c2=S)cc1
(4) COC(=O)CNC(=O)c1cn(CCC#N)nc1-c1ccc(F)cc1
(5) O=C(Nc1ccc(Cl)cc1C(=O)c1ccccc1Cl)c1ccco1
(6) Cc1nc2ccccc2c(=O)n1-c1ccc(Br)cn1
(7) C/C=C1/CN2C3CC1C(CO)(C(=O)OC)C2Cc1c3n(C)c2ccccc12 (stereo unspecified)
(8) CCOC(=O)[C@]12Cc3cc(Cl)ccc3[C@H]1N(C)C(=O)c1cc(OC)ccc12
(9) CCC(c1ccc(C)cc1)N1C(=O)C2C3CCC(O3)C2C1=O (stereo unspecified)
(10) CCOc1ccccc1CNCCc1ccc2c(c1)OCO2

Screen / compound no.	1	2	3	4	5	6	7	8	9	10
KB-3-1 cytotox	-22%	-18%	13%	11%	2%	1%	0%	2.6µM*	-14%	-4%
WRN helicase inh	-2%	-34%	-33%	-4%	3%	3%	4%	1%	9%	2%
IL-1B inflam inh	-90*	-5	13	18	-11	62	4	x	-19	-60*
MCF10A rerep	u	39%	u	1%	-1%	2%	-1%	x	7%	-4%
KB-V1 MDR tox	u	u	u	13%	-4%	-12%	2%	4.1µM*	u	-28%
SW480 rereplic	u	u	-4%	1%	-15%	2%	-10%	x	12%	0%
HT1080 IDH1KD tx	2%	-12%	-8%	14%	-20%	14%	-3%	u	-13%	-13%
HT1080NT lethal	-2%	u	-2%	-1%	3%	13%	3%	u	1%	-11%
ATXN2 expr inh	5%	0%	-1%	-3%	2%	23%	2%	u	-8%	-30%

(11) C[C@]12CC[C@H]3C(CCC4(O)CC(O)CC[C@]34C=O)C1=CC[C@H]2c1ccc(=O)oc1 (stereo partly specified)
(12) CC(C)(Cl)[N+](=O)[O-]
(13) CN1CCN2c3ccccc3CC3(C(=O)N(C)C(=O)N(C)C3=O)C2C1 (stereo unspecified)
(14) O=C(OCC1OC(n2cnc3c(N(C(=O)c4ccccc4)C(=O)c4ccccc4)ncnc32)C(O)C1F)c1ccccc1 (stereo unspecified)
(15) Cc1ccsc1C(=O)C1CCCN(Cc2cnn(C(C)C)c2)C1 (stereo unspecified)
(16) CC(=NCC1CCCO1)c1c(O)n(-c2ccccc2)c(=O)[nH]c1=O (stereo unspecified)
(17) CCN1CCN(C(c2cccs2)C(C)NC(=O)Oc2ccccc2)CC1 (stereo unspecified)
(18) O=C(Cn1nc(-c2ccc(Cl)cc2)ccc1=O)N1CCC2(CC1)OCCO2
(19) CCCC(C)n1[nH]c(=O)c2c1NC(=O)CSC2c1ccc(OC)cc1 (stereo unspecified)
(20) c1ccc(CN2CCc3nc4ccccc4cc3C2)cc1

Screen / compound no.	11	12	13	14	15	16	17	18	19	20
KB-3-1 cytotox	23µM*	0%	15%	-23%	-3%	0%	9%	17%	3%	5%
WRN helicase inh	2%	-9%	6%	-15%	11%	2%	4%	-1%	6%	4%
IL-1B inflam inh	u	-13	4	38	-5	-13	-28	-2	22	-11
MCF10A rerep	20%	-1%	-3%	24%	-4%	-11%	-1%	-2%	0%	7%
KB-V1 MDR tox	-19%	16%	1%	-3%	0%	21%	-3%	-15%	-11%	4%
SW480 rereplic	u	-55%[inhibitor]	-11%	u	-12%	-2%	-2%	4%	3%	4%
HT1080 IDH1KD tx	5.8µM*	15%	5%	u	-2%	11%	-4%	-11%	1%	0%
HT1080NT lethal	13µM*	-2%	6%	u	-7%	17%	-3%	2%	-19%	-13%
ATXN2 expr inh	x	-2%	-2%	3%	x	-2%	-14%	5%	5%	10%

(21) CS(=O)(=O)NCc1nnc2n1-c1ccc(Cl)cc1C(c1ccccc1)=NC2
(22) C/C(=N\N=C(N)N)c1ccccc1
(23) COc1cc(C)c(C(=O)CC(=O)c2c(C)cc(OC)cc2C)c(C)c1
(24) COc1ccc(N=Cc2c(O)n(C)c(=O)n(C)c2=O)cc1
(25) CN(C)c1ccc(C=C(C#N)C#N)cc1
(26) c1ccc(CNC2CCCCCCC2)cc1 (tested in a mixture with another compound)
(27) O=C(Nc1ccccc1)N1CCC2(CC1)OCCO2
(28) CC(=O)OC1C2CCC1C(N1CCCCC1)CC2 (stereo unspecified)
(29) CCOP(=S)(OCC)SCCSCC
(30) COc1ccccc1OP(=O)(Nc1ccc(Br)cc1)Oc1ccccc1OC

Screen / compound no.	21	22	23	24	25	26	27	28	29	30
KB-3-1 cytotox	-13%	0%	-5%	6%	8%	1%	1%	-2%	0%	u
WRN helicase inh	-4%	5%	6%	5%	-7%	5%	6%	0%	6%	1%
IL-1B inflam inh	16	x	131	-8	-6	-74*	-6	1	22	u
MCF10A rerep	-4%	u	16µM*	2%	-6%	3%	29%	-5%	-1%	22%
KB-V1 MDR tox	44%	-27%	-27%	-19%	-12%	23µM*	4%	-17%	5%	-12%
SW480 rereplic	-3%	2%	16µM*	-16%	0%	-1%	-10%	-11%	10%	23%
HT1080 IDH1KD tx	25%	-21%	u	-20%	-6%	-7%	1%	5%	13%	-12%
HT1080NT lethal	22%	-2%	-14%	-3%	4%	-7%	1%	3%	23%	2%
ATXN2 expr inh	2%	-9%	25µM*	-4%	-4%	-16%	x	-3%	3%	-22%

(31) CC12CN3CCN(C1)CC(C)(C3)C2=NN
(32) Cc1cc(O)c2c3c(c(=O)oc2c1)CCC(C)C3 (stereo unspecified)
(33) CCOP(=O)(OCC)C(O)c1ccc2c(c1)OCO2 (stereo unspecified)
(34) COc1ccc(C(=O)C2CCCN(C3CSCCSC3)C2)cc1OC (stereo unspecified)
(35) CCc1ccc(N2C(=O)CC(=O)NC2=O)cc1
(36) Cc1ccc(N=Nc2c(O)[nH]c(=O)[nH]c2=O)c([N+](=O)[O-])c1
(37) CCOc1ccc(-c2c(C)n(-c3ccc(OCC)cc3)c3[n+]2CCCCC3)cc1
(38) CC(C)(C)NS(=O)(=O)c1ccc(OCC(=O)N2CCN(Cc3ccccc3)CC2)cc1
(39) O=S(=O)(c1cc(Cl)cc(Cl)c1)N1Cc2cc(-c3cccc(F)c3)ccc2-n2nncc2C1
(40) c1ccc2sc(N3CCNCC3)nc2c1

Screen / compound no.	31	32	33	34	35	36	37	38	39	40
KB-3-1 cytotox	25%	-14%	0%	2%	2%	0%	1.6µM*	-12%	0%	5%
WRN helicase inh	6%	-7%	4%	7%	-6%	-22%	-5%	-3%	6%	6%
IL-1B inflam inh	x	0	0	5	3	47	-92*	-14	13	28
MCF10A rerep	u	u	1%	u	15%	6%	u	-3%	x	0%
KB-V1 MDR tox	7%	-25%	2%	u	-5%	6%	36%	u	16%	u
SW480 rereplic	10%	-1%	26%	-2%	-9%	-1%	u	1%	x	2%
HT1080 IDH1KD tx	17%	-2%	10%	3%	12%	-7%	u	0%	7%	u
HT1080NT lethal	24%	0%	16%	0%	1%	3%	15µM*	-3%	u	5%
ATXN2 expr inh	8%	-20%	x	-18%	x	-16%	u	-13%	8%	u

(41) COc1ccc(-n2c(CNCCc3ccc(C)cc3)nc3ccccc3c2=O)cc1
(42) Cc1ccccc1C(=O)NC(Oc1ccccc1)C(Cl)(Cl)Cl (stereo unspecified)
(43) Brc1ccc(-c2nnc3sc(CN4CCN(c5ccccc5)CC4)cn23)cc1
(44) COC(=O)C1=C(c2c(C)noc2C)C[C@@H]2CC[C@H]1N2C(=O)NCc1ccco1

Screen / compound no.	41	42	43	44
KB-3-1 cytotox	-4%	0%	-7%	20%
WRN helicase inh	3%	-1%	0%	6%
IL-1B inflam inh	-4	78	1	11
MCF10A rerep	9%	-1%	-9%	5%
KB-V1 MDR tox	u	-3%	u	12%
SW480 rereplic	1%	-6%	-4%	3%
HT1080 IDH1KD tx	-14%	-26%	-22%	1%
HT1080NT lethal	-12%	u	6%	-4%
ATXN2 expr inh	1%	-9%	6%	10%

Part of the list above in order of molecular weight, high to low:
(39) O=S(=O)(c1cc(Cl)cc(Cl)c1)N1Cc2cc(-c3cccc(F)c3)ccc2-n2nncc2C1
(43) Brc1ccc(-c2nnc3sc(CN4CCN(c5ccccc5)CC4)cn23)cc1
(41) COc1ccc(-n2c(CNCCc3ccc(C)cc3)nc3ccccc3c2=O)cc1
(37) CCOc1ccc(-c2c(C)n(-c3ccc(OCC)cc3)c3[n+]2CCCCC3)cc1
(34) COc1ccc(C(=O)C2CCCN(C3CSCCSC3)C2)cc1OC (stereo unspecified)
(42) Cc1ccccc1C(=O)NC(Oc1ccccc1)C(Cl)(Cl)Cl (stereo unspecified)
(33) CCOP(=O)(OCC)C(O)c1ccc2c(c1)OCO2 (stereo unspecified)
(35) CCc1ccc(N2C(=O)CC(=O)NC2=O)cc1
(40) c1ccc2sc(N3CCNCC3)nc2c1

Screen / compound no.	39	43	41	37	34	42	33	35	40
KB-3-1 cytotox	0%	-7%	-4%	1.6µM*	2%	0%	0%	2%	5%
WRN helicase inh	6%	0%	3%	-5%	7%	-1%	4%	-6%	6%
IL-1B inflam inh	13	1	-4	-92*	5	78	0	3	28
MCF10A rerep	x	-9%	9%	u	u	-1%	1%	15%	0%
KB-V1 MDR tox	16%	u	u	36%	u	-3%	2%	-5%	u
SW480 rereplic	x	-4%	1%	u	-2%	-6%	26%	-9%	2%
HT1080 IDH1KD tx	7%	-22%	-14%	u	3%	-26%	10%	12%	u
HT1080NT lethal	u	6%	-12%	15µM*	0%	u	16%	1%	5%
ATXN2 expr inh	8%	6%	1%	u	-18%	-9%	x	x	u

An excerpt; the hit share may differ from the screen's.
